# Screening results from PubChem BioAssay.
# Myeloid diff 2: induction of myeloid progenitor differentiation, primary screen, cell-based, flow cytometry, MLPCN library | ER-HoxA9 myeloid progenitors, lysozyme-GFP differentiation | calls only at 10 µM | AID 624256, 2012 | hit rate 1% among 360,000;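 active = normalized GFP-positive differentiation at or above the plate's own cutoff, the solvent-only control mean plus 3 SD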;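 note: cells exposed to compound for four days before flow analysis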
# Rac1 GTP hydrolysis: MgcRacGAP GTPase-activating activity inhibitors, confirmation, biochemical, ADP Hunter fluorescence | Rac GTPase-activating protein 1 (Homo sapiens) | MgcRacGAP-stimulated Rac1 GTP hydrolysis, ADP Hunter fluorescence; higher % means a stronger effect; GST-tagged Rac1 F28L mutant substrate | inhibition, % at 30 µM; hits with a dose series show IC50 in µM | hit rate 0.6% among 340,000;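 active = first-screen hits whose inhibition reached a set limit at any dose in the follow-up dose series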;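 note: fluorescence reports GDP produced by GAP-driven GTP hydrolysis; strong numbers were not always called active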
# T cell modulator: modulators of CD8 T cell-vesicle binding, primary screen, mouse 2C CD8+ T cells, flow cytometry. 2C CD8+ T cell-vesicle binding; active compounds read low. calls only at 7 µM. hit rate 0.068% among 330,000. AID 2052, 2009;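 active = response, share of CD8 T cells binding vesicles, and their 90th percentile fluorescence all below set limits, cut at about 80% in these data, passing the limit was not always enough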
#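 Assay system: 2C TCR transgenic mouse naive CD8+ T cells, MACS-purified | Read-out: CD8+ gate FL2 mean fluorescence as % of same-row positive control | Signal: High-throughput flow cytometry with anti-B7-1 and anti-CD8 staining | Timing: Binding step 1.5 h, 37 °C, antibody labelling 20 min, ice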
# T cell modulator vesicle-bound %: recorded beside T cell modulator, whose call it bears; double positive events, %; measured here: CD8+ vesicle-bound cell fraction;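 binding gate set so that unloaded-vesicle control wells show 10% double positive cells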
# Myeloid diff 2 GFP+ MAC1+ %: second read-out of Myeloid diff 2, no call of its own (marks repeat the call); GFP+ MAC1+ double positive, %; measured here: differentiation confirmed by MAC1 staining
# Numbers without * were called inactive; i = inactive; nt = no result given. This is a subset; rates above refer to the full screens.
SMILES,Myeloid diff 2,Myeloid diff 2 GFP+ MAC1+ %,Rac1 GTP hydrolysis,T cell modulator,T cell modulator vesicle-bound %
Oc1ccc2c(c1)OCC1(O)Cc3cc(O)c(O)cc3C21 (stereo unspecified),i,3.5,-111%,nt,nt
COc1ccccc1N1CCN(CCCN=C2CC(=O)N(C)C(=O)N2C)CC1,i,1.8,8%,i,17
COc1cc(-c2oc3cc(O)cc(O)c3c(=O)c2O[C@@H]2O[C@H](COC3O[C@@H](C)[C@H](O)[C@@H](O)[C@H]3O)[C@@H](O)[C@H](O)[C@H]2O)ccc1O (stereo partly specified),i,1.0,23%,i,50
Cc1c(C(=O)O)c(O)cc2c1C(=O)c1c(O)c([C@@H]3O[C@H](CO)[C@@H](O)[C@H](O)[C@H]3O)c(O)c(O)c1C2=O,i,1.2,21%,i,22

# Taken from above.
# Myeloid diff 2 GFP+ MAC1+ % result of Cc1c(C(=O)O)c(O)cc2c1C(=O)c1c(O)c([C@@H]3O[C@H](CO)[C@@H](O)[C@H](O)[C@H]3O)c(O)c(O)c1C2=O → 1.2
# Myeloid diff 2 GFP+ MAC1+ % result of Oc1ccc2c(c1)OCC1(O)Cc3cc(O)c(O)cc3C21 (stereo unspecified) → 3.5

# By substructure: those above with an aryl methoxy group
SMILES,Myeloid diff 2,Myeloid diff 2 GFP+ MAC1+ %,Rac1 GTP hydrolysis,T cell modulator,T cell modulator vesicle-bound %
COc1ccccc1N1CCN(CCCN=C2CC(=O)N(C)C(=O)N2C)CC1,i,1.8,8%,i,17
COc1cc(-c2oc3cc(O)cc(O)c3c(=O)c2O[C@@H]2O[C@H](COC3O[C@@H](C)[C@H](O)[C@@H](O)[C@H]3O)[C@@H](O)[C@H](O)[C@H]2O)ccc1O (stereo partly specified),i,1.0,23%,i,50
